FBW7 act: activators of human E3 ligase FBW7. 650,000 tested, 0.13% active. normalized activity (activation), % at 26.1 µM. AlphaScreen FBW7–phospho-cyclin E peptide binding, activator screen; in the data active = normalized activity above about 1.9%;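 note: purified mutant Fbw7 with reduced substrate affinity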
Target sequence (Q969H0 whole entry, looked up): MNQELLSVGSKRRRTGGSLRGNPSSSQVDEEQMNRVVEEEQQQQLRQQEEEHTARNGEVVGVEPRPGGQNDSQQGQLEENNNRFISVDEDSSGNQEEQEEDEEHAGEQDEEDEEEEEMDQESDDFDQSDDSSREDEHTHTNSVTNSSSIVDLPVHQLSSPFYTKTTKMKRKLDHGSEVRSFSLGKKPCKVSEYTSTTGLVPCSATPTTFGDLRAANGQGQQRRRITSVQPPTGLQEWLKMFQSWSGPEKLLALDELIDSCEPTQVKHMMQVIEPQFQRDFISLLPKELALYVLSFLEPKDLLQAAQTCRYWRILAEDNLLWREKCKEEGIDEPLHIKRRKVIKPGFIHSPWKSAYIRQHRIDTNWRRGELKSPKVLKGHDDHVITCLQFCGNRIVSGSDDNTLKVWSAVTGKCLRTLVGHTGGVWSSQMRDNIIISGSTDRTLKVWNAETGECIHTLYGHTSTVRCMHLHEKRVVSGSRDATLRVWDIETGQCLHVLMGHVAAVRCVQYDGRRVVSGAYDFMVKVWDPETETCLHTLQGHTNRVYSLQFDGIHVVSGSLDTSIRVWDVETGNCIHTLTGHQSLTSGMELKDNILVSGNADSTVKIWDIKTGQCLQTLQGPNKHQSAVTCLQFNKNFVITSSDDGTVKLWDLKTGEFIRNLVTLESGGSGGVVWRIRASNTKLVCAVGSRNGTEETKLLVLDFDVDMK
MITF inh: human MITF inhibition, primary screen | O75030 | AlphaScreen MITF homodimerization, bead proximity signal | inhibition, % at 2.6 µM | 650,000 tested, 0.91% active; in the data active = inhibition above about 50%;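 note: 0% = vehicle wells with protein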
GPR151 activ: human GPR151 activation | 650,000 tested, 1% active | Q8TDV0 | PathHunter beta-arrestin GPR151 cells, luminescence | activation, % at 11.2 µM | AID 1508602; in the data active = activation above about 4.9%;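 note: 0% = median of compound wells and 100% = cells with positive control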
TEAD-YAP block: TEAD-YAP interaction inhibition; HEK-TIYL cells, TEAD-Gal4/YAP UAS-luciferase luminescence; inhibition, % at 9.12 µM; 640,000 tested, 1.4% active; in the data active = inhibition above about 32%;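 note: 0% = median of test compound wells and 100% = reference inhibitor wells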
Starred values were filed as active, the others as inactive.

The line under a structure holds: FBW7 act	MITF inh	GPR151 activ	TEAD-YAP block
CN(Cc1cnn(C)c1)c1nc2nonc2nc1NC1CCCC1
  0.0	8	0.3	-7
CC(=O)N1CCN=C1SCc1cc(C)ccc1C
  0.8	15	-0.2	7
COc1ccccc1C(NC(=O)C(C)C)c1nccn1C (configuration not stated)
  -0.2	1	-0.3	-5
Cc1ccc(Nc2nc3c(C)cccn3c(=O)c2/C=N/O)cc1
  0.0	21	-1.1	4
CCOc1ccc(NC(=O)CSc2nc3[nH]ncc3c(=O)n2-c2ccc(Cl)cc2)cc1
  0.3	5	0.0	18
C/C(=N\NC(=O)c1cc(N)cc([N+](=O)[O-])c1)c1ccc(NC(=O)c2ccccc2)cc1
  -0.1	1	-1.4	-25
CCNC(=O)CN(c1ccc(OC)cc1)S(C)(=O)=O
  -0.2	4	-0.1	2
COc1ccc(NC(=O)CN2CCN(c3ccc(F)cc3)CC2)c(OC)c1
  0.1	2	-0.3	9
CCOc1ccc(Nc2ncnc3sc4c(c23)CCCC4)cc1
  -0.3	-12	-0.8	-2
COc1ccc(CCNS(=O)(=O)c2ccc3c(c2)CCN3C(=O)C2CC2)cc1OC
  1.1	18	-0.5	-12
O=C(CSc1cc(N2CCCC2)ncn1)Nc1ccccc1F
  0.0	0	0.7	-15
COc1ccc(/C=C2N=C(/C=C/c3ccccc3OC)OC\2=O)c(OC)c1
  0.1	-10	0.0	4
CC(=O)c1cccc(NC(=O)c2cccc(C(=O)Nc3cccc(C(C)=O)c3)c2)c1
  0.4	13	-1.2	1
COc1cc(N2CCCC2)ccc1/C=C1/NC(=O)N(CC(=O)Nc2cccc(C)c2)C1=O
  0.3	9	0.0	-11
COc1ccc(N(Cc2nnc3n2CCCCC3)C(=O)Nc2ccccc2OC)cc1
  0.1	2	2.0	7
O=c1c2ccccc2[nH]c2ccc([N+](=O)[O-])cc12
  0.0	5	0.4	6
Cc1ccc(N2C(=O)CSC2c2ccc(Cl)c(Cl)c2)cc1 (configuration not stated)
  0.0	9	-1.8	-11
COC(=O)c1cccc(Nc2nc(C)cc(C)n2)c1
  -0.2	-5	12*	-26
O=C(c1ccccc1Cl)N1CCN(c2ccc([N+](=O)[O-])c(NCCc3ccccc3)c2)CC1
  0.6	14	0.8	-4
Cn1c(=O)c(C(=O)NCc2ccccn2)c(O)c2ccccc21
  -0.2	0	3.3	-47
O=C(CS(=O)CC(=O)NC1CCCC1)Nc1ccc(F)cc1 (configuration not stated)
  0.5	9	-0.4	4
CC1CCCC/C1=N\NC(=O)COc1ccc(C#N)cc1 (configuration not stated)
  -0.1	18	0.1	-1
Cc1cc(C)c(C2C(C#N)=C(N)Oc3n[nH]c(C)c32)cc1COc1ccccc1Cl (configuration not stated)
  -0.2	-9	0.5	-4
O=C(COc1ccc(F)cc1)N1CCc2ccccc21
  0.1	9	-1.6	-17
COC(=O)c1ccc(S(N)(=O)=O)o1
  0.0	-1	0.0	11
O=C(O)C1CCCCC1C(=O)Nc1ccc(Cl)cc1Cl (configuration not stated)
  0.1	2	-1.2	2
Cc1ccc(OC(=O)c2ccc(Br)o2)cn1
  0.2	18	-1.2	4
Cc1ccccc1C(=O)Nc1ccc(N2CCN(C(=O)C(C)C)CC2)cc1
  -0.2	-3	1.2	0
Nc1c(Cl)cc(Cl)cc1C(=O)OCC(=O)N1CCCC1
  -0.1	4	7.5*	-6
O=C(Oc1ccc(C(=O)c2ccccc2)c(OC(=O)c2ccc(Br)cc2)c1)c1ccc(Br)cc1
  0.0	-4	-0.5	9
Cn1cccc1/C=N/Nc1nc2ccccc2[nH]1
  -0.3	11	-1.6	-64
C/C(=N/N=C1/NC(=O)C(CC(=O)O)S1)c1ccccc1 (configuration not stated)
  -0.1	-9	-1.7	-1
COc1ccc(CC(=O)NCc2ccc3c(c2)OCO3)cc1OC
  0.1	10	-0.7	1
c1cncc(OC2CCN(Cc3ccc4c(c3)CN(CC3CC3)CCO4)CC2)c1
  0.1	-18	0.3	2
CCCNC(=O)Cn1cnc2sc(C(=O)NCCN(CC)CC)c(C)c2c1=O
  0.0	14	-0.2	8
Cc1ccc(N2CC(NC(=O)C3CCCC3)CC2=O)cc1C (configuration not stated)
  0.2	-15	5.5*	6
Cc1ccc(CNCCN2CCOCC2)o1
  0.0	-1	0.4	4
O=CNc1nonc1NNc1ccccc1
  -0.4	-10	-1.0	-2
c1ccc(CNc2nc(Nc3ncccn3)nc3c2ncn3-c2ccsc2)cc1
  -0.2	1	1.9	4
O=c1cc2nc(-c3ccco3)cc(C(F)(F)F)n2[nH]1
  0.1	0	0.1	11

Four entries from above, as labelled records:
> Cc1ccc(OC(=O)c2ccc(Br)o2)cn1
  FBW7 act = 0.2	MITF inh = 18	GPR151 activ = -1.2	TEAD-YAP block = 4
> Cc1ccccc1C(=O)Nc1ccc(N2CCN(C(=O)C(C)C)CC2)cc1
  FBW7 act = -0.2	MITF inh = -3	GPR151 activ = 1.2	TEAD-YAP block = 0
> Nc1c(Cl)cc(Cl)cc1C(=O)OCC(=O)N1CCCC1
  FBW7 act = -0.1	MITF inh = 4	GPR151 activ = 7.5*	TEAD-YAP block = -6
> O=C(Oc1ccc(C(=O)c2ccccc2)c(OC(=O)c2ccc(Br)cc2)c1)c1ccc(Br)cc1
  FBW7 act = 0.0	MITF inh = -4	GPR151 activ = -0.5	TEAD-YAP block = 9

Following part:
The line under a structure holds: FBW7 act	MITF inh	GPR151 activ	TEAD-YAP block
O=c1oc2ccccc2cc1-c1nc(-c2ccc3ccccc3c2)cs1
  0.0	-12	-1.5	-16
COc1cccc(C2C(C(=O)Nc3ccccn3)=C(C)NC3=C2C(=O)CCC3)c1OC (configuration not stated)
  0.0	10	0.3	8
CCOC(=O)c1sc(NC(=O)C2CCCCN2S(C)(=O)=O)cc1C (configuration not stated)
  -0.2	-5	0.6	8
CCOCCCNC(=O)c1noc2c1COc1ccccc1-2
  -0.3	-1	-4.3	-54
O=C1CCCN1CCn1cnc2c(NCCc3ccc(O)cc3)nc(Nc3ccc4ncccc4c3)nc21
  0.2	10	0.2	19
CC(=O)Oc1ccccc1C(=O)OCCNC(=O)c1cc2ccccc2oc1=O
  -0.1	-2	2.8	-2
Cc1ccc(NC(=S)NC(=O)C(=O)Nc2ccccc2)cc1
  0.1	12	1.4	-5
COc1cccc(C(=O)Nc2ccc3nn(-c4ccc(Cl)cc4)nc3c2)c1
  0.0	1	-1.0	-6
CCCCSc1nnc2c(n1)OC(c1ccc(SC)cc1)Nc1ccccc1-2 (configuration not stated)
  -0.1	0	-0.5	-20
COc1ccccc1/C=N/NC(=O)COc1ccc(Cl)cc1Cl
  0.0	-14	-0.9	-10
CCn1c(=O)n(CC(=O)N2CCN(c3ccc(C)cc3)C(C)C2)c(=O)c2ccccc21 (configuration not stated)
  0.1	10	0.9	-3
O=[N+]([O-])c1nn(-c2ccc3c(c2)OCCO3)n(O)c1=NCCc1ccccc1
  -0.2	0	-0.5	-8
C=CCn1c(SCC(=O)NC23CC4CC(CC(C4)C2)C3)nc2sc3c(c2c1=O)CCC3
  0.0	6	2.2	0
Cc1ccc(CNC(=O)c2ccccc2F)cc1
  0.0	-17	1.2	-11
O=C1c2ccccc2C(=O)c2c1ccc(S(=O)(=O)O)c2O
  -0.1	-13	-1.5	0
COc1ccccc1Cn1c(SCc2ccc(Cl)cc2)nc2ccccc2c1=O
  -0.2	17	-0.2	-2
CC1CCCCC1NC(=O)C1c2ccccc2C(=O)N(C)C1c1cccs1 (configuration not stated)
  -0.1	0	7.5*	-9
COc1cc(/C=N/NC(=O)c2ccc(Cl)c(S(N)(=O)=O)c2)ccc1OCC(N)=O
  -0.6	-2	0.7	-3
CC(C)(C)NC(=O)c1cc2c(s1)CCCCC2
  0.0	-4	0.4	-56
Cc1ccc2nc(-c3cccc(Br)c3)cn2c1
  0.1	30	-7.0	85*
N#CC(C(=O)c1ccco1)c1ccccn1 (configuration not stated)
  0.0	2	-1.6	-14
C=CCOc1ccccc1CN1CCC(Oc2cc(C(=O)NC3CC3)ccc2OC)CC1
  -0.2	-4	-0.6	-17
Cc1ccc(S(=O)(=O)NCCn2cnc([N+](=O)[O-])n2)cc1
  -0.1	8	3.1	0
CCN1CCN(C(=O)C(C)n2ncn3cccc3c2=O)CC1 (configuration not stated)
  0.4	8	-1.5	14
CCOc1cc(C=O)ccc1OC(=O)CC
  0.1	-5	0.0	2
Cc1ccc(NC(=O)C(=O)NNC(=O)c2ccccc2C)cc1Cl
  0.1	10	-0.6	-6
CCOc1ccc2oc(C(=O)OC(C(=O)NC(N)=O)C(C)C)c(C)c2c1 (configuration not stated)
  -0.1	4	1.1	3
O=[N+]([O-])c1ccccc1NCc1ccccc1
  -0.2	7	-0.3	3
O=C(CN1CCOCC1)N/N=C/c1ccc(O)cc1
  0.1	11	0.3	2
CCOc1ccc(N=Cc2ccc(OC(C)=O)c(OC)c2)cc1
  0.0	-26	-0.5	11
CCOC(=O)N1CCN(c2nc(N)c3c(N)nc4c(c3c2C#N)CC(=O)N4C)CC1
  -0.3	8	-1.1	-9
CN(C(=O)c1nccc2ccccc12)c1nc2c(s1)CCc1occc1-2
  -0.1	8	-0.6	-26
CN1CCN(C(c2ccc(N(C)C)cc2)c2nnnn2Cc2ccccc2)CC1 (configuration not stated)
  0.0	13	0.0	-3
O=C1NC(=O)N(c2ccccc2Cl)C(=O)/C1=C\C=C\c1ccco1
  -0.1	30	0.9	1
Cc1ccc2c(c1)-c1c(cnn1CC(=O)NCCCN1CCCC(C)C1)CO2 (configuration not stated)
  0.4	15	-2.9	-9
Cc1ccc2[nH]c(=O)c(CN(CCO)C(=O)c3ccc(F)cc3)cc2c1
  -0.2	7	0.8	3
CCCCCC(=O)N/N=C/c1cccc(OC)c1
  0.5	10	5.2*	-9
CCn1c2ccccc2n2c(=O)n(CC(=O)N3CCN(C(C)=O)CC3)nc12
  0.0	-9	4.8	-1
O=C(O)CSc1nnc2n(-c3ccccc3)c(=O)c3ccccc3n12
  0.0	4	1.1	-7
O=C(N/N=C\c1cc(O)ccc1[N+](=O)[O-])C1COc2cc3ccccc3cc2O1 (configuration not stated)
  -0.2	10	-1.6	-1
O=C(c1ccncc1)N1N=C2CCCCCC2C1(O)C(F)(F)F (configuration not stated)
  0.1	11	0.6	4
COc1ccc(Cl)cc1NC(=O)CN(C)CC(=O)Nc1ccccc1-c1ccccc1
  0.1	5	-0.7	-2
CCOc1cc(C=NCCN2Cc3ccccc3C2=O)ccc1O
  0.0	3	-0.7	15
CC(C)CC(=O)NC(=S)Nc1ccc(S(=O)(=O)N2CCCCCC2)cc1
  0.0	9	1.9	3
CC(C)c1ccc(-c2cc(C(=O)O)c3ccccc3n2)cc1
  0.3	9	-4.7	74*
CC1CCCCC1NC(=O)C1CCN(S(=O)(=O)c2cccc3nsnc23)CC1 (configuration not stated)
  -0.3	8	-0.8	0
CCOc1cc(/C=N/N2C(=O)C3C4C=CC(C5CC45)C3C2=O)cc(Br)c1O (configuration not stated)
  0.6	22	-1.5	-8
Cc1ccc2cc(C=C(C#N)C#N)c(N(C)C)nc2c1
  -0.1	1	1.1	3
N#C/C(=C\c1ccc(-c2ccccc2[N+](=O)[O-])o1)C(=O)Nc1ccc(S(N)(=O)=O)cc1
  -0.1	10	0.1	6
Cc1cc(C)nc(Oc2ccc(NC(=O)/C=C\C(=O)O)cc2)n1
  0.3	-112	-3.3	7

Four of these compounds in another layout.
smiles: CC(C)CC(=O)NC(=S)Nc1ccc(S(=O)(=O)N2CCCCCC2)cc1
  FBW7 act = 0.0
  MITF inh = 9
  GPR151 activ = 1.9
  TEAD-YAP block = 3
smiles: CC(C)c1ccc(-c2cc(C(=O)O)c3ccccc3n2)cc1
  FBW7 act = 0.3
  MITF inh = 9
  GPR151 activ = -4.7
  TEAD-YAP block = 74*
smiles: CC1CCCCC1NC(=O)C1CCN(S(=O)(=O)c2cccc3nsnc23)CC1 (configuration not stated)
  FBW7 act = -0.3
  MITF inh = 8
  GPR151 activ = -0.8
  TEAD-YAP block = 0
smiles: CCOc1cc(/C=N/N2C(=O)C3C4C=CC(C5CC45)C3C2=O)cc(Br)c1O (configuration not stated)
  FBW7 act = 0.6
  MITF inh = 22
  GPR151 activ = -1.5
  TEAD-YAP block = -8

Later entries:
The line under a structure holds: FBW7 act	MITF inh	GPR151 activ	TEAD-YAP block
O=C(NCCO)c1cnc(Nc2ccc(C(F)(F)F)cc2)s1
  0.8	10	0.4	4
CN=C1SC(C(=O)Nc2cccc(C(=O)O)c2)CC(=O)N1C (configuration not stated)
  0.1	10	0.5	1
CC(C)n1cnc2c(NCCN3CCOCC3)nc(-c3ccccc3)nc21
  -0.1	0	-2.0	3
COc1ccc(S(=O)(=O)N(CCc2ccccc2)CC(=O)Nc2ccc(C)cc2)cc1
  -0.1	-11	1.5	10
O=C1NN(c2ccccc2)C(=O)/C1=C\c1cccc([N+](=O)[O-])c1
  -0.1	8	0.8	2
CCOC(=O)c1c(NC(=O)c2ccc(S(=O)(=O)N3CCCCC3)cc2)sc2c1CCN(C(C)C)C2
  0.0	-2	-1.2	-7
COc1ccc(-c2nc(Nc3cc(OC)c(OC)c(OC)c3)nc(OC)n2)cc1
  -0.1	-2	-0.8	45*
CC(=O)Nc1ccc(CN2CCN(Cc3ccc(F)c(F)c3)C(CCO)C2)cc1 (configuration not stated)
  -0.1	-12	0.0	2

Bioassay records from PubChem BioAssay.
